# MmCpn inh = Inhibitors of TCP-1 ring complex (TRiC) of Methanococcus maripaludis (MmCpn): qHTS. actives 0.031% (n = 330,000). Potency, µM (highest dose often 76.9 µM), for the others: at the highest dose activity, negative = inhibition, hits mostly inhibitors. purified Mm-Cpn ATPase, ADP Transcreener TR-FRET. AID 504842, 2011. Chaperonin Mm-Cpn (Methanococcus maripaludis); further: potency means the concentration at half of the fitted maximal effect; on the % scale 0 is the no-effect control and ±100 the full control effect; nearly all actives have a fitted effect of over 80% in size
#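 Eu-cryptate anti-ADP/ADP-d2 competition gives a ratio inversely related to ADP. Enzyme at 25 nM was pre-exposed to compound for 10 min, then given 10 uM ATP for 30 min, 37°C throughout.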
# Akt phos inh = HTS Assay for Inhibitors of Akt Phophorylation: Primary Screen; activity change, % for hits at 50 µM; actives 0.32% (n = 360,000); Neuro2A IGF-stimulated pAkt S473 HTRF, 20 min; hits give low values; in the data active means activity change below about -80%; inconclusive means mostly about -51% to -80%; further: on the % scale 0 is the no-effect control and ±100 the full control effect
#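 Neuro2A cells (4,500/well, DMEM with 0.5% FBS) were treated with compound at a single 50 µM final concentration, stimulated with 6 nM IGF for 20 min at 37 °C, and lysed. Phospho-Akt Ser473 was read by HTRF as 665/615 ratio ×10^4.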
# S2 tox = Viability Counterscreen for Primary qHTS for Inhibitors of ATXN expression; S2 cells (HEK-293 line with an ATXN2-luciferase reporter) viability, CellTiter-Fluor protease fluorescence, 24 h; Potency, µM (series often up to 56.7 µM), usual class: cytotoxic; actives 0.49% (n = 400,000); further: potency means the concentration at half of the fitted maximal effect; nearly all actives have a fitted effect of over 40% in size
# * marks the source's active call; other numbers are inactive results; i = inactive; u = inconclusive; x = no result given; ! = not active in a repeat; [ ] = remark or other dose. Unless noted, the call rests on the fitted dose curve; in most records, active means well fitted curve in the direction sought with a large enough effect; inconclusive means small, poorly fitted or top-dose-only effect, or another doubt; inactive means no such curve, though single readings can be large; an effect the other way counts as inactive or inconclusive. The list is partial; count on the stated rates, not on these rows.
SMILES,MmCpn inh,Akt phos inh,S2 tox
O=c1[nH]c(=S)n(CCC2=CCCCC2)c(O)c1C=NCc1cccnc1,1%,x,x
O=C1NC(=O)C(=Cc2ccc3c(c2)OCO3)C(=O)N1,3%,x,x
CCCCCCn1c(=O)c(C(=O)Nc2nnc(C)s2)c(O)c2ccccc21,0%,x,x
C/C=C(\C)C(=O)OC1C(C)=C2C(C1OC(=O)CCCCC)C(C)(OC(C)=O)CC(OC(=O)CCC)C1(O)C2OC(=O)C1(C)O (stereo unspecified),-2%,x,x
Cc1cccc(N2C(=O)NC(=O)/C(=C/c3ccc(-c4ccc(C(=O)O)c(Cl)c4)o3)C2=O)c1,-4%,x,x
CC(N)Cc1ccccc1Sc1ccc(O)cc1 (stereo unspecified),2%,x,x
O=c1[nH]c(O)c(C=Nc2ccccc2[N+](=O)[O-])c(=O)[nH]1,1%,x,x
CC12CCC3C(CC=C4CC(O)CCC43C)C1C/C(=C\N1CCCC1)C2=O (stereo unspecified),0%,x,x
Cn1c2ccccc2c2cnn(CC(=O)N3CCC4(CC3)OCCO4)c(=O)c21,-21%,x,x
CCNc1cc(N2CCNCC2)ccc1[N+](=O)[O-],0%,x,x
Cn1cccc1CNCCc1ccccc1,1%,x,x
CC(C)[C@]12O[C@H]1[C@@H]1O[C@]13[C@]1(O[C@H]1C[C@H]1C4=C(CC[C@@]13C)C(=O)OC4)[C@@H]2O,0%,x,x
OC(CNC1CCCCCCC1)c1ccccc1 (stereo unspecified),-1%,x,x
O=C(c1cc(-c2ccccc2)on1)N1CCC2(CC1)OCCO2,u,x,x
C[C@@]1(CO)[C@H](O)CC[C@@]2(C)[C@H]1CC[C@H]1C[C@@H]3C[C@@]12CC[C@]3(O)CO,-2%[15.4 µM],x,x
CCCCCCNC(=O)N[C@H](Cc1ccc(O)cc1)C(=O)NCCC[C@H]1CN2C(=NC[C@H]2CCC)N1CC1CCC1,-26%,x,x
CC[C@@H](C(N)=O)N1CCCC1=O,u,x,x
COc1ccc(C2C([N+](=O)[O-])=C(N)Oc3c2c(=O)oc2ccccc32)cc1 (stereo unspecified),-1%,x,x
CCCCn1c(=O)c(C(=O)Nc2nc3ccccc3[nH]2)c(O)c2ccccc21,-2%,x,x
NC(=O)c1ccc(N=Nc2c(O)[nH]c(=O)[nH]c2=O)cc1,-2%,x,x
CCCn1cc2c3c(cccc31)C1CC(C)CN(C)C1C2 (stereo unspecified),1%,x,x
Cc1ccc(-n2nc(C)c(C3C(C#N)=C(N)Oc4c3c(=O)oc3ccccc43)c2Cl)cc1 (stereo unspecified),-7%,x,x
O=C(O)c1sc2cc(Cl)ccc2c1Cl,-11%,x,x
O=C1NC(=S)N(Cc2ccco2)C(=O)/C1=C\c1cccs1,-4%,x,x
C1=C(c2c[nH]c3ccccc23)CCNC1,-2%,x,x
CCc1ccc(N2C(=O)NC(=O)/C(=C/c3ccsc3)C2=O)cc1,3%,x,x
c1ccc(N2[C@@H]3CC[C@H]2c2ccncc2C3)cc1,x,i,x
COc1cc(C[C@H](C)N)c(OC)cc1Br,x,x,u
CC(C)[C@@]1(NC(=O)[C@@H]2C[C@H]3c4cccc5[nH]cc(c45)C[C@@H]3N(C)C2)O[C@]2(O)[C@H]3CCCN3C(=O)CN2C1=O,x,x,i
CNCC(=O)c1ccc(O)c(O)c1,x,x,u
C=C(C)[C@H]1[C@H]2OC(=O)[C@@H]1[C@]1(O)C[C@H]3O[C@]34C(=O)O[C@H]2[C@@]14C,x,x,i
CC(C)C[C@H]1C(=O)N2CCC[C@@H]2[C@]2(O)O[C@](NC(=O)[C@H]3C=C4c5cccc6[nH]c(Br)c(c56)C[C@H]4N(C)C3)(C(C)C)C(=O)N12,x,x,i
C=C1[C@@H]2CC[C@H]3[C@@]4(C)C[C@@H](O[C@@H]5O[C@H](CO)[C@H](OS(=O)(=O)O)[C@@H](OS(=O)(=O)O)[C@@H]5OC(=O)CC(C)C)C[C@@H](C(=O)O)[C@H]4CC[C@@]3(C2)[C@H]1O,x,x,i
COc1ccc(C(=O)c2c(C)n(CCN3CCOCC3)c3ccccc23)cc1,x,x,i
O=C(NC(c1cccnc1)C(F)(F)F)c1cnn(-c2nccc(-c3cccs3)n2)c1C1CC1 (stereo unspecified),x,x,i
S=C(SSC(=S)N1CCCCC1)N1CCCCC1,x,x,10µM*!
C[N+]1(C)CCO[C@](O)(c2ccc(-c3ccc([C@]4(O)C[N+](C)(C)CCO4)cc3)cc2)C1,x,x,i
COc1cc(CC(C)N)c(OC)cc1Br (stereo unspecified),x,x,u
CCOP(=S)(OCC)O/N=C(\C#N)c1ccccc1,x,x,i
COc1ccc2c3c1O[C@H]1[C@@H](O)C=C[C@H]4[C@@H](C2)N(C)CC[C@@]341,x,x,14µM*
CC(C)=C[C@@H]1[C@@H](C(=O)OCc2coc(Cc3ccccc3)c2)C1(C)C,x,x,i
CN(Cc1cccc2ncccc12)C(=O)c1cnn(-c2nccc(-c3ccccc3F)n2)c1C1CC1,x,x,22µM*
CC(=O)NC1CCSC1=O (stereo unspecified),x,x,i
NCC[C@H](O)C(=O)N[C@@H]1C[C@H](N)[C@@H](O[C@H]2O[C@H](CN)[C@@H](O)[C@H](O)[C@H]2N)[C@H](O[C@@H]2O[C@H](CO)[C@@H](O)[C@H]2O)[C@H]1O,x,x,i
CCCN(CCC)CCc1c[nH]c2ccccc12,x,x,u
NC(N)=NN=Cc1c(Cl)cccc1Cl,x,x,i
C[C@]12CC[C@H]3[C@@H](CCC4=CC(=O)CC[C@@H]43)[C@@H]1CC[C@@H]2OC(=O)CCC1CCCCC1,x,x,i
CCN(CC)C(=O)N[C@@H]1C=C2c3cccc4[nH]cc(c34)C[C@@H]2N(C)C1,x,x,i
CC(C)(N)Cc1ccccc1Cl,x,x,i
CCN1C[C@]2(C)CC[C@H](OC)[C@@]34[C@@H]2[C@H](OC(C)=O)[C@]2(OCO[C@@]25C[C@@H](OC)[C@@H]2C[C@@]3(O)[C@H]5[C@@H]2OC)[C@H]14,x,x,i
ClC1=C(Cl)[C@]2(Cl)[C@@H]3[C@@H]4C[C@@H]([C@H]5O[C@@H]45)[C@@H]3[C@@]1(Cl)C2(Cl)Cl,x,x,u
O=c1oc2ccccc2c(O)c1C(CC(O)c1ccc(-c2ccc(Br)cc2)cc1)c1ccccc1 (stereo unspecified),x,x,i
Clc1ccc(CO/N=C(\Cn2ccnc2)c2ccc(Cl)cc2Cl)c(Cl)c1,x,x,u
CCCCCc1cc(O)c2c(c1)OC(C)(C)c1ccc(C)cc1-2,x,x,u
CC(=O)[C@@]1(O)CC[C@H]2[C@@H]3CCC4=CC(=O)CC[C@]4(C)C3(F)[C@@H](O)C[C@@]21C (stereo partly specified),x,x,i
Cc1nnc2n1-c1sc(CCC(=O)N3CCOCC3)cc1C(c1ccccc1Cl)=NC2,x,x,u
O=c1[nH]c2cc(Cl)ccc2n1C1CCNCC1,x,x,i
Cc1cc(O)ccc1Cl,x,x,i
C=CC[C@]1(O)CC[C@H]2[C@@H]3CCC4=CC(=O)CCC4=C3C=C[C@@]21C,x,x,i
N[C@@H](Cc1ccc(Oc2cc(I)c(O)c(I)c2)c(I)c1)C(=O)O,x,x,i
# (list continues)
SMILES,MmCpn inh,Akt phos inh,S2 tox
C[C@]12CC[C@H]3[C@@H](CCC4=CC(=O)CC[C@@]43C)[C@@H]1CC[C@@H]2C(=O)O,x,x,i
CC(O)CN1CCN(CC(=O)[O-])CCN(CC(=O)[O-])CCN(CC(=O)[O-])CC1.[Gd+3] (stereo unspecified),x,x,i
CN(C)CCc1c[nH]c2cccc(OP(=O)(O)O)c12,x,x,i
COc1cc([C@H]2c3cc4c(cc3[C@@H](O)[C@@H]3COC(=O)[C@H]23)OCO4)cc(OC)c1OC,x,x,u
O=c1[nH]c2ccccc2n1C1CCNCC1,x,x,i
C/C=C(\CC)C(=O)NC(N)=O,x,x,i
CCC(=O)O[C@@H]1C=C2CCC3C(CCC4(C)C3CC[C@@H]4OC(=O)CC)C2CC1 (stereo partly specified),x,x,i
COC(=O)c1ccccc1C(=O)OC,x,x,i
O.O.O.O=C([O-])C(O)C(O)C(=O)[O-].O=C([O-])C(O)C(O)C(=O)[O-].[K+].[K+].[Sb].[Sb] (stereo unspecified),x,x,u
CC[C@H](C)C(=O)O[C@@H]1[C@H](O)[C@@H]2[C@H](CN3C[C@@H](C)CC[C@@H]3[C@@]2(C)O)[C@@H]2C[C@@]34O[C@@]5(O)[C@@H](OC(=O)[C@](C)(O)CC)CC[C@@]3(C)[C@H]5[C@H](OC(C)=O)[C@@H](OC(C)=O)[C@H]4[C@]12O,x,x,i
CC(C)NCC(O)c1ccccc1Cl (stereo unspecified),x,x,i
CC1(C)CC/C(=C/c2ccc(Cl)cc2)C1(O)Cn1cncn1 (stereo unspecified),x,x,i
CC(=O)Oc1ccc2c3c1O[C@H]1[C@@H](OC(C)=O)C=C[C@H]4[C@@H](C2)N(C)CC[C@@]341,x,x,i
Oc1ccc2c3c1O[C@H]1[C@@H](O)C=C[C@H]4[C@@H](C2)NCC[C@@]341,x,x,u
O=C(O)c1ccc(=O)[nH]c1,x,x,i
C=CCO[C@@H](Cn1ccnc1)c1ccc(Cl)cc1Cl,x,x,i
CC1NCCOC1c1ccccc1 (stereo unspecified),x,x,i
CCN(CC)Cc1nccn1-c1ccc([N+](=O)[O-])cc1C(=O)c1ccccc1Cl,x,x,u
Cc1ccc(N=CN(C)C=Nc2ccc(C)cc2C)c(C)c1,x,x,i
Oc1ccccc1-c1ccccc1,x,x,i
O=[N+]([O-])O[C@H]1CO[C@H]2[C@H]1OC[C@@H]2O[N+](=O)[O-],x,x,i
Cc1cccc(C)c1NC(=O)CN1CCCC1=O,x,x,i
CC(C)=CCN1CC[C@@]2(C)c3cc(O)ccc3C[C@@H]1[C@@H]2C,x,x,u
CCCN(CCC)c1c([N+](=O)[O-])cc(S(N)(=O)=O)cc1[N+](=O)[O-],x,x,50µM*
COCCOCCO,x,x,i

# Entries of single compounds, looked up by structure. Screens in order: MmCpn inh, Akt phos inh, S2 tox
# O=[N+]([O-])O[C@H]1CO[C@H]2[C@H]1OC[C@@H]2O[N+](=O)[O-] is entered as x, x, i
# CCN(CC)Cc1nccn1-c1ccc([N+](=O)[O-])cc1C(=O)c1ccccc1Cl is entered as x, x, u

# Part of the list above in order of length of the SMILES, lowest first:
SMILES,MmCpn inh,Akt phos inh,S2 tox
COCCOCCO,x,x,i
CC1NCCOC1c1ccccc1 (stereo unspecified),x,x,i
Oc1ccccc1-c1ccccc1,x,x,i
CC(C)NCC(O)c1ccccc1Cl (stereo unspecified),x,x,i
COC(=O)c1ccccc1C(=O)OC,x,x,i
O=c1[nH]c2ccccc2n1C1CCNCC1,x,x,i
Cc1cccc(C)c1NC(=O)CN1CCCC1=O,x,x,i
C=CCO[C@@H](Cn1ccnc1)c1ccc(Cl)cc1Cl,x,x,i
Cc1ccc(N=CN(C)C=Nc2ccc(C)cc2C)c(C)c1,x,x,i
CC1(C)CC/C(=C/c2ccc(Cl)cc2)C1(O)Cn1cncn1 (stereo unspecified),x,x,i
CC(C)=CCN1CC[C@@]2(C)c3cc(O)ccc3C[C@@H]1[C@@H]2C,x,x,u
CCN(CC)Cc1nccn1-c1ccc([N+](=O)[O-])cc1C(=O)c1ccccc1Cl,x,x,u
O=[N+]([O-])O[C@H]1CO[C@H]2[C@H]1OC[C@@H]2O[N+](=O)[O-],x,x,i
Oc1ccc2c3c1O[C@H]1[C@@H](O)C=C[C@H]4[C@@H](C2)NCC[C@@]341,x,x,u
CC(=O)Oc1ccc2c3c1O[C@H]1[C@@H](OC(C)=O)C=C[C@H]4[C@@H](C2)N(C)CC[C@@]341,x,x,i
O.O.O.O=C([O-])C(O)C(O)C(=O)[O-].O=C([O-])C(O)C(O)C(=O)[O-].[K+].[K+].[Sb].[Sb] (stereo unspecified),x,x,u
CC[C@H](C)C(=O)O[C@@H]1[C@H](O)[C@@H]2[C@H](CN3C[C@@H](C)CC[C@@H]3[C@@]2(C)O)[C@@H]2C[C@@]34O[C@@]5(O)[C@@H](OC(=O)[C@](C)(O)CC)CC[C@@]3(C)[C@H]5[C@H](OC(C)=O)[C@@H](OC(C)=O)[C@H]4[C@]12O,x,x,i

# Bioassay records as filed in PubChem.
